Source: PubChem BioAssay
G9a block: G9a (human) methyltransferase inhibition; 8.8% of 350,000 active; G9a H3K9 monomethylation, AlphaScreen, 2 h; Potency, µM (highest dose often 102 µM), for the others: at the top dose activity, negative = inhibition, usual class: inhibitors; Q96KQ7; also: % is scaled to controls: 0 for no effect and ±100 for the full control effect; nearly all actives have a fitted effect of over 75% in size
Target sequence (Q96KQ7 913-1193 limits assumed): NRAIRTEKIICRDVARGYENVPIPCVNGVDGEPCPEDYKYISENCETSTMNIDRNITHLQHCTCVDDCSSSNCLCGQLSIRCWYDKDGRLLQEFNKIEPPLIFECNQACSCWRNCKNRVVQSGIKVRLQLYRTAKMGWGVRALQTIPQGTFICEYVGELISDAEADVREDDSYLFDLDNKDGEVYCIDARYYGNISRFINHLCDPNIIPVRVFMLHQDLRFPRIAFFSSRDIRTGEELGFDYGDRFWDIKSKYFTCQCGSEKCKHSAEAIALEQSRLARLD
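Chemiluminescent proximity detection of H3K9 monomethylation, read after 10 min bead incubation in the dark. Reaction: 20 nM G9a, 500 nM biotin-H3K9 peptide, 20 uM SAM cofactor, 2 h, room temperature, following 15 min enzyme-compound preincubation.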
BAZ2B block: BAZ2B (human) inhibition; AlphaScreen BAZ2B-H3K14Ac peptide displacement; Potency, µM (highest dose often 114 µM), for the others: top-dose activity change, negative = inhibition, hits mostly inhibitors; 4.4% of 360,000 active; AID 504333; also: % is scaled to controls: 0 for no effect and ±100 for the full control effect; nearly all actives have a fitted effect of over 60% in size
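Complex of BAZ2B and biotin-H3K14Ac (50 nM apiece) forms over 30 min at RT, then faces library compounds up to 110 uM for another 30 min; AlphaScreen beads added, 20 min dark incubation, luminescence read.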
POLI inh: blocks human DNA polymerase iota activity | 1% of 390,000 active | Pol iota fluorescent replication assay, 10 min | Q9UNA4 | Potency, µM (titrated, usually from 115 µM), for the others: top-dose activity, negative = inhibition, actives largely listed as inhibitors
Target sequence (Q9UNA4 whole entry, looked up): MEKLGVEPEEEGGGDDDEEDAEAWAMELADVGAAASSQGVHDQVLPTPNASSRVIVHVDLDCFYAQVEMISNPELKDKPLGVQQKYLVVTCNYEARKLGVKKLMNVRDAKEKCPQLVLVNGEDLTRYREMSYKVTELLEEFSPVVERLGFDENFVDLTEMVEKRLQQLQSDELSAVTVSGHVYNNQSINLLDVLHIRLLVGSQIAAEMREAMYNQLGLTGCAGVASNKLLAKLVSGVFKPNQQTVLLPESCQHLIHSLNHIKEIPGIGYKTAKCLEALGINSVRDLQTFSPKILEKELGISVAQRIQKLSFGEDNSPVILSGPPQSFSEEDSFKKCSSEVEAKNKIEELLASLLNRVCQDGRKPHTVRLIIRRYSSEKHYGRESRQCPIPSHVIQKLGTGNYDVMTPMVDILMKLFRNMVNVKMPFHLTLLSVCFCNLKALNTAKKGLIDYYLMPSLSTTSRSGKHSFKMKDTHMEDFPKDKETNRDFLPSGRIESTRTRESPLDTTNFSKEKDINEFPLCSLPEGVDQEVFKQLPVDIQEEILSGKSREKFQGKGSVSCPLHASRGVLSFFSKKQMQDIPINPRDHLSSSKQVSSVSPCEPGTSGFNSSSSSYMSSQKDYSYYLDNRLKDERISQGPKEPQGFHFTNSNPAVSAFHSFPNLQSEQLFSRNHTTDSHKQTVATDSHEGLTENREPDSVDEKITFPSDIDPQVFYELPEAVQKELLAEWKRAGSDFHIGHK
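Fluorescent replication assay read twice, at 0 min and 10 min after adding 50 nM (final) substrate. Enzyme (10 nM) and compounds were first incubated 15 min at room temperature; enzyme-free buffer wells were negative controls.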
Tb PGK inh: blocks T. brucei phosphoglycerate kinase; 0.043% of 380,000 active; Potency, µM (doses to about 57.5 µM), for inactives: top-dose activity change, negative = inhibition, most hits filed as inhibitors; P07378; PGK/GAPDH coupled, Kinase-Glo luminescence, 60 min; also: % is scaled to controls: 0 for no effect and ±100 for the full control effect; nearly all actives have a fitted effect of over 60% in size
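Recombinant glycosomal PGK reaction used 1,3-bisphosphoglycerate generated in-well by GAPDH (100nM final) in 100mM TEA pH 7.6, 5mM MgCl2, 0.01% Tween-20. After 60 minutes at room temperature, ATP was read by Kinase-Glo Plus luminescence end-point.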
GLS inh: inhibitors of human glutaminase (GLS); O94925; GLS enzymatic activity, qHTS titration; 0.21% of 410,000 active; AID 624170; Potency, µM (series often up to 45.5 µM), without a hit: top-dose activity change, negative = inhibition, hits mostly inhibitors; also: % is scaled to controls: 0 for no effect and ±100 for the full control effect
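Compounds were pin-transferred onto hKGA, after which L-glutamine (1 mM solution) and a detection mix of glutamate oxidase, HRP and Amplex Red were added. Initial and 30 min RT fluorescence reads were collected.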
Pin1 inhibitor: inhibitors of human Pin1 | Q13526 | Pin1 FP peptide displacement, HiFluor488, 10 min | Potency, µM (titrated, usually from 115 µM), for the others: at the highest dose activity, negative = inhibition, actives largely listed as inhibitors | 0.009% of 390,000 active | AID 504891; active = well fitted inhibition curve with a large enough effect in the polarisation, with a control signal flat, not every such curve was filed as active; inconclusive = small, poorly fitted or top-dose-only effect, or effect the other way, or a change in a side signal; inactive = no such curve, though single readings can be large or run the other way; the % refers to the polarisation; also: % is scaled to controls: 0 for no effect and ±100 for the full control effect
HP1b chromo inh: inhibitors of HP1-beta chromodomain binding to methylated histone tails; AlphaScreen HP1-beta / biotin-H3K9me3 peptide binding; AID 540317; 0.56% of 390,000 active; Potency, µM (highest dose often 114 µM), inactives show at the top dose activity change, negative = inhibition, actives largely listed as inhibitors; P83916; also: nearly all actives have a fitted effect of over 70% in size; inactives centre near 23
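Compound inhibition of the preformed complex between 50 nM HP1-beta and 50 nM biotinylated H3K9me3 peptide was read by AlphaScreen. Buffer was PBS pH 7.4 with 0.01% Tween-20. Incubations ran 30 min at room temperature, with 10 ug/mL donor/acceptor beads.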
JMJD2A Tudor inh: inhibitors of human JMJD2A Tudor domain; O75164; AlphaScreen JMJD2A-Tudor / H3K4me3 peptide binding; Potency, µM (titrated, usually from 114 µM), for the others: top-dose activity change, negative = inhibition, actives largely listed as inhibitors; 4.4% of 390,000 active; also: % is scaled to controls: 0 for no effect and ±100 for the full control effect; nearly all actives have a fitted effect of over 50% in size
BLM helicase inh: blocks DNA unwinding by human BLM helicase; recombinant BLM DNA unwinding, fluorescence dequenching; Potency, µM (doses to about 56.1 µM), for the others: at the highest dose activity change, negative = inhibition, most hits filed as inhibitors; 0.2% of 350,000 active; AID 2528;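 also: plate controls were vehicle for no effect and no enzyme for full effect; nearly all actives have a fitted effect of over 35% in size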
Active calls of the source: *; i = inactive; ? = inconclusive; nt = no result given; [ ] = another dose, or the depositor's remark. Unless noted, calls follow the shape of the dose curve; as a rule, active = well fitted curve in the direction sought with a large enough effect; inconclusive = small, poorly fitted or top-dose-only effect, or another doubt; inactive = no such curve, though single readings can be large; an effect the other way counts as inactive or inconclusive. Potency is read from the fitted curve at half-maximal effect.

The opening two compounds, to show the layout:
no. | G9a block | BAZ2B block | POLI inh | Tb PGK inh | GLS inh | Pin1 inhibitor | HP1b chromo inh | JMJD2A Tudor inh | BLM helicase inh | SMILES
1 | 45µM* | 50µM* | ? | i | 3% | ? | 21% | ? | 4% | O=c1oc2ccccc2nc1/C=C(O)/C=C/c1ccc(F)cc1
2 | ? | 1% | 104%[activator] | 2% | 3% | 32%[activator] | 27% | -7% | 1% | COc1ccc(Cl)cc1NC(=O)c1cc(-c2ccco2)on1

The listing, previewed entries included:
no. | G9a block | BAZ2B block | POLI inh | Tb PGK inh | GLS inh | Pin1 inhibitor | HP1b chromo inh | JMJD2A Tudor inh | BLM helicase inh | SMILES
1 | 45µM* | 50µM* | ? | i | 3% | ? | 21% | ? | 4% | O=c1oc2ccccc2nc1/C=C(O)/C=C/c1ccc(F)cc1
2 | ? | 1% | 104%[activator] | 2% | 3% | 32%[activator] | 27% | -7% | 1% | COc1ccc(Cl)cc1NC(=O)c1cc(-c2ccco2)on1
3 | -1%[12.7 µM] | -8% | 22% | -3% | -3% | -11% | 10% | -5% | -2% | CCCOC(=O)Cn1c(=O)c2cc3c(=O)n(CC(=O)OCCC)c(=O)c3cc2c1=O
4 | -1% | -3% | 54%[activator] | -11% | ? | -1% | -14% | 11µM* | -4% | CNC(=O)COc1ccc(S(=O)(=O)N2CCCC2)cc1
5 | -7% | -16% | 17% | 7% | 2% | 7% | 35% | 0% | -4% | CC(=O)Nc1ccc(NC(=O)CCNC(=O)c2ccccc2Cl)cc1
6 | -4%[59 µM] | 9% | -12% | i | -3% | 5% | 24% | 3% | -1% | CCc1c(C)[nH]c2ccccc2c1=O
7 | nt | nt | -16% | 1% | 4% | -2% | 20% | -14% | nt | Cc1ccc(S(=O)(=O)NC[C@H]2O[C@@H](n3cnc4c(N)ncnc43)[C@H](O)[C@@H]2O)s1
8 | nt | ? | ? | -3% | 0% | -2% | 13% | -13%[11.4 µM] | -2% | Cc1c(Cl)ccc2c(C(=O)O)cc(-c3ccccc3)nc12
9 | 7%[59 µM] | 27% | 39% | -3% | -2% | 2% | 113%[activator] | 11% | -15% | CCOC(=O)C(NC(=O)c1cccc(Cl)c1)(OCc1ccc(F)cc1)C(F)(F)F (centres undefined)
10 | nt | nt | 7.9µM* | ? | 149%[activator] | -18% | ? | 28µM* | nt | Cn1cnnc1SCC(=O)Nc1ncc([N+](=O)[O-])s1
11 | ? | -1% | 15% | 1% | 22% | -12% | 3% | -3% | -1% | Cc1cccc(C)c1NC(=O)CS(=O)CC(=O)Nc1ccc(N2CCOCC2)cc1 (centres undefined)
12 | 9% | -28% | -21% | -5% | 1% | 3% | 30% | -15% | 2% | COc1cc(OC)cc(-c2cc(NC(C)=O)n[nH]2)c1
13 | -30%[59 µM] | -9% | 10% | i | -4% | -3% | 29% | -4% | -2% | CCN(c1ccccc1)c1nnc(NC(=O)Nc2cccc(Br)c2)s1
14 | nt | nt | 9% | 6% | 2% | 5% | 10%[57 µM] | -3% | nt | O=C(NCC(c1ccco1)N1CCCC1)c1ccc(-n2cccn2)cc1 (centres undefined)
15 | 9% | 49%[activator] | 8% | i | -3% | 12% | 75%[activator] | 17% | -10% | Cc1ccc(C)c(S(=O)(=O)N2CC(=O)N(CCc3ccccc3)C(=O)C2)c1
16 | ? | -2% | -1% | 0% | -1% | -1% | 36% | 1% | -15% | O=C(CCc1nc(-c2ccccc2)no1)NCc1cccnc1
17 | -25%[12.7 µM] | -26% | 1% | nt | 0% | 51%[activator] | -1% | -21% | -11% | COC(=O)c1ccccc1NC(=O)c1cccc(NC(=O)c2ccc(Br)o2)c1C
18 | 45µM* | -25% | 12% | -4% | 11% | -1% | 14% | -2% | -2% | Cc1ccc(Cn2cc(CCC(=O)O)c3ccccc32)cc1
19 | 4.5µM* | 40µM* | 1.3µM* | ? | ? | ? | 71µM* | 50µM* | 39%[activator] | CC1=NN(c2ccc(C(=O)O)c(N)c2)C(=O)C1
20 | -3% | -39% | 34%[activator] | -3% | -22% | -11% | 9% | -7% | -3% | CCOC(=O)Cc1csc(N/N=C/c2cccc([N+](=O)[O-])c2)n1
21 | 10% | 7% | -16% | -8% | 0% | 3% | 22% | -9% | -1% | O=C(O)C1CCCN(S(=O)(=O)Cc2ccccc2)C1 (centres undefined)
22 | 0%[59 µM] | -2% | 1% | 7% | 4% | 0% | 13% | -16% | 0% | COc1ccc(Oc2c(C(F)(F)F)oc3c(CN4CCCC(C)C4)c(O)ccc3c2=O)cc1 (centres undefined)
23 | nt | nt | -8% | i | 10% | -4% | 19% | -17% | nt | COc1ccc(NC(=O)Nc2cccc3c2O[C@H](CN(C)C(=O)Nc2ccc(OC)cc2)[C@@H](C)CN([C@H](C)CO)C3=O)cc1
24 | -11%[59 µM] | 7% | ? | -3% | -28% | -2% | 28% | 2%[11.4 µM] | 5% | CCOc1ccc(N(CC(=O)NCC2CCCO2)C(=O)CCC(=O)Nc2ccccn2)cc1 (centres undefined)
25 | -25%[59 µM] | -30% | -5% | -4% | 5% | 1% | 15% | -20% | -8% | COc1cc2ccccc2cc1C(=O)N1CCN(c2nc3c(C)cc(C)cc3s2)CC1
26 | -49%[12.7 µM] | 4% | 10% | -5% | -3% | 0% | 18% | -25% | -3% | C=CCSc1nc(N)c(C(=O)Nc2ccccc2C)cc1C(N)=O
27 | nt | -16% | -18% | -3% | -8% | -2% | 13% | -17% | 0% | CCCc1nnc(NC(=O)CCC(=O)NC2CCCCCC2)s1
28 | -27% | -17% | 78%[activator] | i | -6% | 2% | -20% | -16% | -2% | COc1ccc([N+](=O)[O-])cc1NC(=O)CN(C)S(=O)(=O)c1ccccc1
29 | -47% | -6% | 3% | 6% | 8% | 9% | 51%[activator] | 10% | 2% | CC(=O)Nc1ccc(C(=O)n2cnc3cc(C)c(C)cc32)cc1
30 | -9% | -23% | 19% | -4% | 28% | -3% | 41%[activator] | -8% | -1% | O=C(NNC(=S)NCc1ccc(Cl)cc1)c1cccnc1
31 | 0%[59 µM] | 1% | 26% | nt | -6% | 1% | 7% | -11% | -4% | Cc1ccc(Cn2c(=O)n(Cc3ccccc3)c(=O)c3c(C)c(C)sc32)cc1
32 | ? | ? | 10% | i | 7% | -21% | 20% | -12% | 0% | CCOC(=O)N1CCN(CC(=O)c2ccc(O)cc2O)CC1
33 | -2%[59 µM] | -2% | 20% | nt | -3% | -3% | 11% | -15% | 4% | COc1cccc(NC(=O)CSc2nc(C)c(Cc3ccccc3)c(=O)[nH]2)c1
34 | 17% | 2% | -5% | 12% | 3% | -1% | -2% | -23% | -2% | Cc1cccc(C(=O)N[C@H](C(=O)NCCc2ccc(Cl)cc2)C(C)C)c1
35 | -1%[59 µM] | -5% | 6% | 1% | 4% | 6% | 20% | -4% | -11% | N=c1c2c(n(Cc3ccccc3)c3c1CCC3)CCC2
36 | 8%[59 µM] | 7% | 19% | -6% | 1% | 1% | 23% | -23% | -5% | CCn1c(SCC(=O)Nc2ccccc2C(=O)OC)nc2ccsc2c1=O
37 | 1%[59 µM] | -1% | 12% | -7% | 9% | 1% | 13% | -24% | 1% | CCOC(=O)/C(C#N)=C/c1ccc(OCC(=O)Nc2cc(C)ccc2C)c(OC)c1
38 | ? | -27% | ? | i | 22% | 3% | -7% | -20% | -1% | Cc1sc(NC(=O)C2CCCO2)c(C#N)c1C (centres undefined)
39 | 31%[59 µM] | 1% | -7% | 5% | 26% | 2% | 36% | -20% | -2% | CC1(C)CC(=O)C(CC2CCCCC2=O)C(=O)C1 (centres undefined)
40 | -3% | 3% | 95%[activator] | -5% | -11% | 1% | 40%[activator] | -6% | -1% | O=C(CCCCCCC(=O)NCc1ccccc1)NCc1ccccc1
41 | 50µM* | ? | 5% | -1% | 5% | -1% | -10% | -32% | -19% | COc1cc(C2C3C(=O)N(Cc4ccccc4)C(=O)C3ON2c2ccccc2)cc(OC)c1O (centres undefined)
42 | 18% | 0% | 20% | -2% | 6% | -2% | 31% | 3% | 2% | C=CCSc1nc(C)c(CC(=O)OCC(C)C)c(=O)[nH]1
43 | -17%[0.501 µM] | -3% | 13% | 9% | 1% | -8% | 33% | 4% | 0% | COc1ccccc1P(=O)(c1ccccc1)c1ccccc1
44 | -12% | -26% | 8% | -3% | 11% | -1% | 0% | -15% | -3% | O=C(Nc1ccc(N2CCOCC2)c([N+](=O)[O-])c1)c1ccco1
45 | -33% | 5% | 10% | 9% | 13% | -2% | 34%[activator] | -18% | nt | Cc1ccc(NS(=O)(=O)c2cccc(C(=O)NCc3ccccn3)c2)cc1
46 | -49% | -17% | -5% | 10% | 0% | 3% | 30% | -2% | -2% | COc1ccc(N(CC(=O)NCc2ccncc2)S(=O)(=O)c2ccc(C)c([N+](=O)[O-])c2)cc1
47 | -40% | -3% | 30%[activator] | -10% | 11% | 10% | 20% | -16% | 1% | S=c1nc2ccccc2c2nc(-c3ccccc3)[nH]n12

Entries of single compounds, quoted from the list. Screens in order: G9a block, BAZ2B block, POLI inh, Tb PGK inh, GLS inh, Pin1 inhibitor, HP1b chromo inh, JMJD2A Tudor inh, BLM helicase inh
`COc1ccccc1P(=O)(c1ccccc1)c1ccccc1` as listed: -17%[0.501 µM], -3%, 13%, 9%, 1%, -8%, 33%, 4%, 0%
`COc1ccc(N(CC(=O)NCc2ccncc2)S(=O)(=O)c2ccc(C)c([N+](=O)[O-])c2)cc1` as listed: -49%, -17%, -5%, 10%, 0%, 3%, 30%, -2%, -2%
`Cc1ccc(NS(=O)(=O)c2cccc(C(=O)NCc3ccccn3)c2)cc1` as listed: -33%, 5%, 10%, 9%, 13%, -2%, 34%[activator], -18%, nt
`S=c1nc2ccccc2c2nc(-c3ccccc3)[nH]n12` as listed: -40%, -3%, 30%[activator], -10%, 11%, 10%, 20%, -16%, 1%
`C=CCSc1nc(C)c(CC(=O)OCC(C)C)c(=O)[nH]1` as listed: 18%, 0%, 20%, -2%, 6%, -2%, 31%, 3%, 2%

This is a subset (hit frequency here may not be typical).
